Assay outcomes from PubChem BioAssay.
Epigenetic reg: Quantitative High-Throughput Screen for Regulators of Epigenetic Control | murine LDR cells, GFP reporter derepression, 30 h | Potency, µM (titrated, usually from 53.9 µM), for inactives: at the top dose GFP activation, usual class: activators | 0.2% of 280,000 active | AID 1865, 2009; further: potency means the concentration at half of the fitted maximal effect; % of control where 0% means no effect; nearly all actives have a fitted effect of over 60% in size
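Murine LDR cells bearing a silenced CMV-driven GFP reporter were exposed to compound for 30 h at 37 C. After PBS washes, GFP-positive cells (20-120 um objects) counted by laser-scanning microplate cytometry.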
Luc counter: Counterscreen for Luciferase (Kinase-Glo TM) Inhibition; Potency, µM (top dose mostly 38.3 µM), for the others: at the highest dose activity change, negative = inhibition, most hits filed as inhibitors; AID 1379, 2008; Kinase-Glo luciferase, ATP luminescence, 8 min; 0.28% of 200,000 active; further: potency means the concentration at half of the fitted maximal effect; on the % scale 0 is the no-effect control and ±100 the full control effect; nearly all actives have a fitted effect of over 60% in size
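Luminescence was the read-out, taken after 8-minute incubation at ambient temperature. Luciferase turned over luciferin with 10 uM ATP in imidazole pH 7.2 buffer containing KCl, MgCl2, Tween 20 and BSA.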
Lamin A splicing: qHTS Assay for Modulators of Lamin A Splicing | HeLa LMNA splicing GFP/RFP minigene ratio, 48 h | Potency, µM (doses to about 46.1 µM), for the others: top-dose ratio change, negative = inhibition, actives largely listed as inhibitors | 0.01% of 200,000 active | AID 1487, 2009; active means well fitted inhibition curve with a large enough effect in the signal ratio, with a control signal flat, not every such curve was filed as active; inconclusive means small, poorly fitted or top-dose-only effect, or effect the other way, or a change in a side signal; the % refers to the signal ratio; further: potency means the concentration at half of the fitted maximal effect; on the % scale 0 is the no-effect control and ±100 the full control effect
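S3 HeLa stable clones carrying a lamin A-EGFP splicing minigene plus DsRed2 were seeded at 600 cells/well in Opti-MEM with 2% FBS, pin-dosed and incubated 48 h at 37°C. Acumen cytometry (488 nm) gave the GFP/RFP total-intensity ratio.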
NPSR antagonist: qHTS Assay for Antagonists of the Neuropeptide S Receptor: cAMP Signal Transduction | AID 1461, 2008 | 1% of 220,000 active | Potency, µM (doses to about 38.3 µM), without a hit: at the top dose activity change, negative = inhibition, actives largely listed as inhibitors | CHO-NPSR cells, cAMP TR-FRET, antagonist mode; further: potency means the concentration at half of the fitted maximal effect; on the % scale 0 is the no-effect control and ±100 the full control effect; nearly all actives have a fitted effect of over 50% in size; many of its hits are not listed in these tables
Target sequence (Q6W5P4 whole entry, looked up): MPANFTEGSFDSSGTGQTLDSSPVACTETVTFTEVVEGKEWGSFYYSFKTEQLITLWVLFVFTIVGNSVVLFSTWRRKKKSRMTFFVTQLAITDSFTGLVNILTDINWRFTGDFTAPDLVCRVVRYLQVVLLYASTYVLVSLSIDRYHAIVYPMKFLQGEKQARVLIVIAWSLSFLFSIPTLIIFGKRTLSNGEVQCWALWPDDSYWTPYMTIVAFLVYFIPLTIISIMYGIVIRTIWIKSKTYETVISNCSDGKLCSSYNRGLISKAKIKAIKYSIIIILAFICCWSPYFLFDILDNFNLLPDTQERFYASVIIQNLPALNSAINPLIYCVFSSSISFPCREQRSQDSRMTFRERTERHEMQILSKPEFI
IMPase Li inh: qHTS Assay for Identifying the Cell-Membrane Permeable IMPase Inhibitors: Potentiation with Lithium. AID 1457, 2008. 0.35% of 210,000 active. Potency, µM (series often up to 59.4 µM), for inactives: at the top dose activity, negative = IMPase inhibition, hits mostly inhibitors. CHO-M1 cells, IP1 TR-FRET (IP-One), carbachol + lithium;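 further: IP1 builds up when IMPase is blocked and the TR-FRET signal falls; potency means the concentration at half of the fitted maximal effect; plate controls were basal vehicle for no effect and high inhibitor control for full effect; nearly all actives have a fitted effect of over 50% in size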
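CHO cells stably expressing M1 receptor (2000/well, cultured 16–30 h) treated 30 min at 37C with compound plus low lithium. Cytosolic IP1 by TR-FRET (665/620 ratio and 620 channel) after 10 min lysis; AC50 by Hill fit.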
CBFb-RUNX1 inh: qHTS Assay for Compounds Blocking the Interaction Between CBF-beta and RUNX1 for the Treatment of Acute Myeloid Leukemia. 230,000 tested, under 10 active. Potency, µM (titrated, usually from 59.8 µM), for the others: at the highest dose activity, negative = inhibition, usual class: inhibitors. Runt-related transcription factor 1 (Homo sapiens) + Core-binding factor subunit beta …. AlphaScreen CBFb-His/RUNX1-biotin binding, biochemical; further: % of control where 0% means no effect
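Read-out: AlphaScreen. Format: His-CBF-beta with biotinylated RUNX1 (30 nM each) preincubated 20 min, compound 15 min, Ni-chelate plus streptavidin beads 90 min; room temperature throughout.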
GLA spleen mod: qHTS Assay for Inhibitors and Activators of Human alpha-Galactosidase From Spleen Homogenate; Alpha-galactosidase A (Homo sapiens), P06280; human spleen homogenate, 4MU-alpha-Gal fluorescence, 40 min; Potency, µM (series often up to 80 µM), for inactives: at the highest dose activity change, negative = inhibition, usual class: inhibitors; 0.008% of 240,000 active; AID 2107, 2009;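 further: potency means the concentration at half of the fitted maximal effect; 0% = enzyme with vehicle and -100% = no enzyme basal signal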
Target sequence (P06280 32-429 limits assumed): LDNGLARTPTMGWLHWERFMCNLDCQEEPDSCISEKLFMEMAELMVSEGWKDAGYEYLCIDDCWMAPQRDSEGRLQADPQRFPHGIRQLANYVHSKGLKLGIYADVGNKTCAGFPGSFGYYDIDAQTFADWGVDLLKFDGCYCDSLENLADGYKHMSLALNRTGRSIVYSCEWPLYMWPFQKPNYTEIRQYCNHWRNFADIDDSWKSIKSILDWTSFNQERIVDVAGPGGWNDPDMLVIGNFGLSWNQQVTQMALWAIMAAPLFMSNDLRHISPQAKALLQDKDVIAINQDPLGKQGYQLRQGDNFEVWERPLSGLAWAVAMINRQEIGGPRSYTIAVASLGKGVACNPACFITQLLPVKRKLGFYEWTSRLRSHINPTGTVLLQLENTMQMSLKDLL
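Inhibition or activation of alpha-galactosidase in human spleen homogenate is scored by 4-MU fluorescence after 40 min at 37C, pH 5.0, with 1 mM substrate. AC50s come from concentration-response fitted to the Hill equation.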
An asterisk follows results filed as active; ? = inconclusive; . = no result given; & = joins results of further samples; [ ] = remark or other dose. Unless noted, the call rests on the fitted dose curve; in most records, active means well fitted curve in the direction sought with a large enough effect; inconclusive means small, poorly fitted or top-dose-only effect, or another doubt; inactive means no such curve, though single readings can be large; an effect the other way counts as inactive or inconclusive.

Order of values: Epigenetic reg | Luc counter | Lamin A splicing | NPSR antagonist | IMPase Li inh | CBFb-RUNX1 inh | GLA spleen mod
> O=C(Nc1ccc(F)cc1)C1CC(=O)n2ncnc2N1 (configuration not stated)
 : -0.1% | 2% | -7%[9.22 µM] | 7% | -1% | 20% | -7%
> CN(CC(=O)N1CCN(c2ccc(F)cc2)CC1)S(=O)(=O)c1ccc(F)cc1
 : 0.9% | -2% | -15% | -6%[46.1 µM] | 19%[38.3 µM] | 7% | 1%
> Cc1cc(C)c2[nH]c(=O)c(CN(Cc3cccs3)C(=S)NCc3ccco3)cc2c1
 : 0.9% | 1% | ? | -39% | 18% | ? | 0%
> Cc1cc(C)c(NC(=O)c2ccc(CNS(=O)(=O)c3cc(C(F)(F)F)ccc3Cl)cc2)c(C)c1
 : 0.0% | 0% | -16% | -23% | 2% | 0% | -6%
> Cc1ccc(Nc2nnc(C3C(=O)N(C)C4(C)CC3c3cc(Br)ccc3O4)s2)cc1 (configuration not stated)
 : 3.2% | 0% | ? | -12% | 9% | -6% | 8%
> CC(=O)OC1CCC2(C)C(=CC=C3C2CCC2(C)C3CCC2C(C)/C=C/C(C)C(C)C)C1(C)C (configuration not stated)
 : -1.3% | -6% | . | . | 7% | -5% | -13%
> O=C(COC(=O)/C=C/c1ccc(S(=O)(=O)N2CCOCC2)cc1)NCc1ccc2c(c1)OCO2
 : 1.1% | 0% | . | -6% | 11% | -2% | -11%
> O=C(COc1cccc(F)c1)Nc1ccc2[nH]c(=O)[nH]c2c1
 : -1.5% | 1% | . | 4% | -14% | -6% | 1%
> N/C(=N/OC(=O)c1ccccc1Cl)c1nonc1N
 : 0.3% | ? | ? | 11% | -1% | 2% | -1%
> Cc1ccc(/C=N/NC(=O)c2cccnc2)o1
 : 4.0% | -2% | . | 9% | -3% | -5% | 2%
> O=C(c1cccc([N+](=O)[O-])c1)c1ccc2c(c1)OCCOCCOCCOCCO2
 : 0.1% | . | . | 20% | . | 0% | -4%
> COc1ccc(SC[C@H](Cc2ccccc2)N2CCN(CCc3ccccc3)CCC2=O)cc1
 : 0.5% | . | . | ? | . | -5% | 7%
> CCOC(=O)CCC(=O)c1c(C)oc2ccc(OC)cc12
 : 1.0% | -1% | 3% | -9%[46.1 µM] | 0%[38.3 µM] | 13% | 12%
> CC(C)(C)OC(=O)NCCCC1=CC2=CC(=O)C(C)(OC(=O)CCc3ccccc3)C(=O)C2=CO1 (configuration not stated)
 : -0.3%&-1.1% | 2%&-1% | . | . | 3%&17% | 1%&-13% | -1%&-13%
> O=C(Nc1ccc(S(=O)(=O)Nc2ncccn2)cc1)c1ccc(S(=O)(=O)N2CCCC2)cc1
 : 4.5% | 2% | ? | 20% | 4% | 0% | 5%

New compounds follow:
Order of values: Epigenetic reg | Luc counter | Lamin A splicing | NPSR antagonist | IMPase Li inh | CBFb-RUNX1 inh | GLA spleen mod
> O=C(NC1CC1)c1ccc2c(c1)ncn2C1CCCC1
 : -0.9% | 1% | 8%[0.0737 µM] | -2%[46.1 µM] | -2%[38.3 µM] | 2% | 15%
> O=C(/C=C/c1ccc(Cl)cc1Cl)c1nc2ccccc2[nH]1
 : -0.9% | -4% | 1% | -7%[46.1 µM] | -4%[38.3 µM] | 0% | 4%
> COc1ccccc1NC(=S)NNC(=O)c1nn(C)cc1Cl
 : -2.6% | 0% | 14% | -12%[46.1 µM] | 20%[38.3 µM] | -11% | -22%
> CC(C)(Oc1ccc(C2CC2(Cl)Cl)cc1)C(=O)O (configuration not stated)
 : -0.2% | -4% | ? | -13%[46.1 µM] | 9% | 6% | 7%
> CCOC(=O)c1ccc2c(c1)n(CCCS(=O)(=O)[O-])c(/C=C/c1ccc(Cl)cc1)[n+]2CC
 : -0.3% | . | . | 0%[7.67 µM] | . | -2% | -4%
> CCOC(=O)c1[nH]c(=O)[nH]c1CSc1ccccn1
 : 0.0% | 4% | 5% | 1%[46.1 µM] | 23%[38.3 µM] | 3% | 4%
> CC(=O)c1cccc(NC(=O)COC(=O)c2n[nH]c3ccccc23)c1
 : 0.0% | 2% | -13%[9.22 µM] | -1% | 7% | 2% | 2%
> O=[N+]([O-])c1ccc(Cl)cc1Sc1cccc2cccnc12
 : 0.0% | 8% | 3% | -24%[46.1 µM] | 18% | -5% | -8%
> O=S(=O)(NCCSCc1c(Cl)cccc1Cl)c1ccc2c(c1)OCCO2
 : 1.9% | -4% | -1% | -16%[46.1 µM] | 7%[38.3 µM] | 6% | -3%
> Cc1nc(SCc2ccc(F)cc2)c2oc3ccccc3c2n1
 : 2.0% | . | . | ? | . | 3% | 4%
> CS(=O)(=O)NN1C(=O)c2ccccc2NC1c1ccccc1 (configuration not stated)
 : -0.3% | . | . | 9% | -4% | 0% | 11%
> Cc1nnc(NC(=O)C2CCCO2)s1 (configuration not stated)
 : 0.0% | 1% | -8% | 1% | 8% | -3% | 2%
> CCNc1nc(SCc2ccccc2)nc(N2CCOCC2)n1
 : -1.0% | 2% | 13% | -10%[46.1 µM] | 18%[38.3 µM] | 4% | -11%
> O=C(Nc1ccccc1)N1CCCC2(CCN(C(=O)c3ccco3)CC2)C1
 : . | -8% | . | . | 17% | . | -2%
> CCn1c(CNC(=O)c2ccccc2F)nnc1SCC(=O)NC1CCCCC1C (configuration not stated)
 : -1.1% | 1% | -1%[46 µM] | 7% | 6% | -2% | 5%

(more compounds)
Order of values: Epigenetic reg | Luc counter | Lamin A splicing | NPSR antagonist | IMPase Li inh | CBFb-RUNX1 inh | GLA spleen mod
> Clc1ccc(-c2c[n+](Cc3ccc(Cl)c(Cl)c3)c3n2CCC3)cc1
 : 0.0% | 1% | ? | -25% | 9% | -1% | -4%
> CCc1ccccc1N/N=C(/C)c1c(O)cc(C)oc1=O
 : 1.1% | 0% | -10%[46 µM] | -8% | 7% | -2% | -4%
> Cc1c(NC(=O)C(C)OC(=O)C23CC4CC(CC(Br)(C4)C2)C3)c(=O)n(-c2ccccc2)n1C (configuration not stated)
 : -0.3% | -1% | . | 0% | 6% | 0% | 0%
> CCOc1ccc(NC(=O)c2ccc(CNc3c(N4CCCC4)c(=O)c3=O)cc2)cc1
 : -2.3% | . | . | 0% | . | 5% | -3%
> COc1ccc(CN2C(=O)c3c(c(C)n(C)c3C)C2C(=O)NC2CCC(C)CC2)cc1 (configuration not stated)
 : -1.5% | 0% | -7%[9.22 µM] | -19% | 8% | 3% | 0%
> COc1ccccc1N1CC(C(=O)OCC(=O)c2ccc(F)cc2)CC1=O (configuration not stated)
 : -4.3% | 7% | 7% | 16%[46.1 µM] | -6%[38.3 µM] | 0% | 3%
> COc1ccc(S(=O)(=O)N(CC(=O)Nc2ccc3c(c2)OCO3)c2ccccc2OC)cc1
 : -1.9% | -1% | ? | ? | 12%[38.3 µM] | -22% | -2%
> COc1ccccc1-n1c(=S)[nH]c2c(sc(=S)n2-c2ccc(C)cc2C)c1=O
 : -0.3% | 5% | . | -6% | -6% | 2% | 6%
> CCOC(=O)N1CCC(NC(=O)CCS(=O)(=O)c2ccc3c(c2)CCN3C(=O)CC)CC1
 : 0.0% | -1% | 6% | 5%[46.1 µM] | -5% | 2% | 11%
> COc1ccnc(Oc2ccccc2)c1C#N
 : -1.0% | 2% | 13% | 11%[46.1 µM] | -9%[38.3 µM] | 3% | -3%
> CC1OC(C)(C)OC1C1CNc2nc(NC(=O)C(C)(C)C)[nH]c(=O)c2N1C(=O)c1cccnc1 (configuration not stated)
 : -1.9% | 2% | -2% | 17% | -1% | -1% | -4%
> Fc1ccc(C2CCCN2Cc2nc(-c3cnccn3)no2)cc1 (configuration not stated)
 : 5.3% | -1% | . | 20% | 0% | 6% | -1%
> COc1ccc(NC(=O)c2ccccc2NS(C)(=O)=O)cc1OC
 : -0.8% | -1% | 9% | -11%[46.1 µM] | 8%[38.3 µM] | 7% | 2%
> CCCC(=NCc1ccccc1)C1=C(O)C(C(=O)OC)C(C)(C)CC1=O (configuration not stated)
 : 12% | -1% | -1% | -11%[46.1 µM] | -11%[38.3 µM] | 0% | 9%
> O=C1CCC([N+](=O)[O-])C(c2ccc(Cl)c([N+](=O)[O-])c2)N1 (configuration not stated)
 : -0.9% | 6% | . | 13% | -4% | 5% | 9%

Later entries
Order of values: Epigenetic reg | Luc counter | Lamin A splicing | NPSR antagonist | IMPase Li inh | CBFb-RUNX1 inh | GLA spleen mod
> COc1ccc(C2C(C(=O)c3ccco3)=C(O)C(=O)N2CCc2ccccc2)cc1OC (configuration not stated)
 : -1.7% | 1% | 5% | 1%[46.1 µM] | ? | -8% | 9%
> CCCC(=O)Nc1ccc(Cl)c(NC(=O)c2ccco2)c1
 : 0.8% | 3% | -17% | -13%[46.1 µM] | 12%[38.3 µM] | 10% | -2%
> CCCN1C(=O)CC(c2ccco2)Sc2ccccc21 (configuration not stated)
 : 1.9% | 3% | -4% | -7%[46.1 µM] | 37%[activator][38.3 µM] | -9% | 10%
> CCN(CC)CCN1C(=O)C(=O)/C(=C(/O)c2ccc(OC)c(OC)c2)C1c1ccccn1 (configuration not stated)
 : -1.0% | -3% | 6% | -12%[46.1 µM] | -7%[38.3 µM] | -8% | 2%
> Cc1ccc(-c2c(=O)n(OCc3ccccn3)c3ccccc3[n+]2[O-])cc1
 : -2.2% | . | ? | -10%[46.1 µM] | . | -6% | 8%
> COc1ccc2nc(N=Nc3ccc(O)c4ccccc34)sc2c1
 : -3.2% | -20% | -18% | -4% | 6% | ? | 0%
> CC(Sc1cccc[n+]1[O-])C(=O)Nc1ccc([N+](=O)[O-])cc1Cl (configuration not stated)
 : -1.5% | -1% | . | 7% | 8% | -8% | 6%

Not a retest: entries from further up.
Order of values: Epigenetic reg | Luc counter | Lamin A splicing | NPSR antagonist | IMPase Li inh | CBFb-RUNX1 inh | GLA spleen mod
> Cc1ccc(-c2c(=O)n(OCc3ccccn3)c3ccccc3[n+]2[O-])cc1
 : -2.2% | . | ? | -10%[46.1 µM] | . | -6% | 8%
> COc1ccc2nc(N=Nc3ccc(O)c4ccccc34)sc2c1
 : -3.2% | -20% | -18% | -4% | 6% | ? | 0%
> CC(Sc1cccc[n+]1[O-])C(=O)Nc1ccc([N+](=O)[O-])cc1Cl (configuration not stated)
 : -1.5% | -1% | . | 7% | 8% | -8% | 6%

These rows are one share of the data (hit frequency here may not be typical).
